TNAP inh hiacc: blocks human TNAP under high phosphate acceptor concentration | AID 1135 | inhibition, % at 20 µM | actives 0.03% (n = 200,000) | purified TNAP, CDP-star luminescence, 1 M DEA;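 active = over 50% inhibition of tissue-nonspecific alkaline phosphatase at 20 µM in the single-dose screen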;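 also: plate controls were DMSO wells for no effect and EDTA-quenched wells as full inhibition for full effect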
Target sequence (P05186 whole entry, looked up): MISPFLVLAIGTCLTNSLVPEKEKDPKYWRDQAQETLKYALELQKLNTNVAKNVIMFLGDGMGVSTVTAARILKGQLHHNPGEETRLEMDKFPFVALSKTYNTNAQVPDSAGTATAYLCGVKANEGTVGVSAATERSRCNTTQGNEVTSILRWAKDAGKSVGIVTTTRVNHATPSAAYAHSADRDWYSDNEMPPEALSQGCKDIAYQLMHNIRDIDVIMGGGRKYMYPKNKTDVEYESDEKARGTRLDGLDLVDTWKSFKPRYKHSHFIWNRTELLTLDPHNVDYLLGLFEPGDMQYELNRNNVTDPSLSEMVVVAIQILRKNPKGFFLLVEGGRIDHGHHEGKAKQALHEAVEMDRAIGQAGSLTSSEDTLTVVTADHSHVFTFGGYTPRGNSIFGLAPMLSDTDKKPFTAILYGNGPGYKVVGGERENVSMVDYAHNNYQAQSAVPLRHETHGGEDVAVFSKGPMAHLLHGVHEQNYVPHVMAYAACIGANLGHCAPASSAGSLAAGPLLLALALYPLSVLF
TNAP inh noacc: blocks human TNAP activity with no phosphate acceptor present | P05186 | inhibition, % at 20 µM | actives 0.26% (n = 200,000) | purified TNAP, CDP-star luminescence, 30 min;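 active = tissue-nonspecific alkaline phosphatase inhibition above about 50% at 20 µM in the single-dose screen, limit read from the data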;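 also: 0% = DMSO negative control and 100% = EDTA positive control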
PMI act: activators of human phosphomannose isomerase | P34949 | purified human PMI, coupled resazurin fluorescence, 20 min; stronger effect = higher value; 1 = vehicle control, 0 substrate-free wells | activation factor at 20 µM | actives 0.005% (n = 190,000);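 active = activation factor of 2 or more at 20 µM, relative to plate controls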
RAM inhibit: inhibitors of the yeast RAM network; AID 868; actives 1.8% (n = 190,000); inhibition, % at 50 µM; S. cerevisiae dse1pr::URA3 reporter, 5-FOA growth OD615, 2 d; analog-sensitive cbk1-as2 kinase mutant strain;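 active = inhibition above a set limit, 3 SD over mean compound inhibition, cut at about 8.4% in these data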;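 also: 0% = DMSO-only wells with no growth and 100% = 10 µM 1-NA-PP1 full growth; inhibition rescues growth on 5-FOA so higher OD means more RAM inhibition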
L major viab: reduces viability of Leishmania major promastigotes | resazurin fluorescence viability | actives 9% (n = 200,000) | inhibition, % at 10 µM | AID 1063; in the data active = inhibition above about 50%;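 also: promastigotes grown with compound for 44 hours at 28 °C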
Hsp70 activator: switches on Hsp70 transcription; HeLa Hsp70 promoter luciferase reporter, luminescence; scaled: vehicle 0, proteasome-inhibitor control 100%; actives 0.04% (n = 200,000); AID 1203; activation, % at 10 µM;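 active = activation above the mean across all tested compounds plus 3 SD, cutoff set per campaign, cut at about 5.5% in these data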;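 also: 100% = MG132 at 30 µM as the positive control and 0% = DMSO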
S1P3 antagonist: antagonists of human S1P3 receptor; Q99500; CHO S1P3 NFAT-BLA reporter, FRET fluorescence, antagonist mode; inhibition, % at 4.98 µM; actives 0.27% (n = 170,000); AID 485;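 active = inhibition above the plate cutoff, the mean inhibition of test wells on that plate plus 3 SD, cut at about 28% in these data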;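 also: cells challenged with S1P at its EC80 of 0.8 µM; blue over green emission ratio from cleaved BLA substrate after 4 h stimulation; 0% = S1P-stimulated wells and 100% = unstimulated DMSO-only wells; some compounds past the cut are filed as inactive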
Target sequence (Q99500 whole entry, looked up): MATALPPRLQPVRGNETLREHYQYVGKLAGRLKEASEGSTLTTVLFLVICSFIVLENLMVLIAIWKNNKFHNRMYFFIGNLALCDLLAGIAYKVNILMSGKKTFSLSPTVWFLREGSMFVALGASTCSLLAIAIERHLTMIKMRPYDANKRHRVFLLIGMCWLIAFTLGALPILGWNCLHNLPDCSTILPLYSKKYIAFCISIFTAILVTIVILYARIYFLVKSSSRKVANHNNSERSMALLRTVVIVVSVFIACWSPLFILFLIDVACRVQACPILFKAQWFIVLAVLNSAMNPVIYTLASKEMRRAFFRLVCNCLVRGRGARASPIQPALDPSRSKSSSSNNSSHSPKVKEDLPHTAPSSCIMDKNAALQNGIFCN
PMI act satM6P: PMI (human) activation, high substrate; actives 0.34% (n = 190,000); activation factor at 20 µM; P34949; coupled PMI enzyme assay, resazurin fluorescence, 20 min; stronger effect = higher value; 1 = untreated enzyme, 0 = substrate-free blank;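 active = activation factor of 2 or more at 20 µM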
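test system = human PMI in coupled enzyme assay | medium = HEPES-buffered pH 7.4 with magnesium and detergent | also added = 1.0 mM mannose-6-phosphate substrate with 0.22 mM NADP+ | compound = 20 µM single dose | times = 20 min incubation at room temperature | measured by = resorufin fluorescence (Ex 544/Em 590 nm) from resazurin via diaphorase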
Redox H2O2 prof: compounds producing H2O2 with reducing agent – biochemical, NIH compound library profiling, artefact control for MLSCN library redox annotation, primary screen; DTT-dependent redox cycling H2O2, phenol red/HRP absorbance; 100% = 100 µM peroxide control, 0% = buffer; activation, % at 10 µM; actives 0.03% (n = 200,000); AID 878;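 active = activation of at least 50% relative to the plate's high and low controls in the primary single-dose screen; inactive = activation below 50%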;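 also: compound incubated with DTT at 0.8 mM final as the reducing agent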
Efa HMGR inh: inhibitors of class II HMG-CoA reductase from Enterococcus faecalis; inhibition, % at 10 µM; purified E. faecalis HMGR, NADPH absorbance 340 nm kinetic; AID 1066; actives 0.41% (n = 190,000);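 active = inhibition above a set limit, the median over all tested compounds plus 3 SD, cut at about 9.5% in these data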;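 also: enzyme runs in reverse so mevalonate oxidation gives rising NADPH absorbance; 0% = complete reaction with DMSO and 100% = background rate lacking mevalonate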
* marks the source's active call; other numbers are inactive results; . = not tested or not shown.

SMILES	TNAP inh hiacc	TNAP inh noacc	PMI act	RAM inhibit	L major viab	Hsp70 activator	S1P3 antagonist	PMI act satM6P	Redox H2O2 prof	Efa HMGR inh
Cc1ccc(N(CC(=O)N/N=C/c2ccc(OC3CSC3)cc2)S(=O)(=O)c2ccccc2)c(C)c1	-6	-7	0.7	0.7	5	0.0	-4	0.8	0.8	5
COc1cc(C2CC(=O)N3CN(c4ccccc4C)CSC3=C2C#N)cc(OC)c1OC (centres undefined)	-3	0	1	0.5	12	-0.4	-5	0.9	-1.3	-7
Cc1nnc(SCCCN2C(=O)c3ccccc3C2=O)o1	-2	-11	1.1	0.9	-3	-0.3	-10	1.2	2.8	4
COc1ccc(-c2nc(CSCC(=O)NCc3ccc4c(c3)OCO4)c(C)o2)cc1	-11	-22	0.9	4.9	-3	-0.4	.	0.9	-2.2	1
COc1cccc(-n2c(SCC(=O)NC3CCCCC3)nc3n[nH]c(C)c3c2=N)c1	-8	-29	1.1	2.3	21	-0.3	-16	1.1	-0.8	-9
CCc1c(C)[nH]n(-c2nc(-c3cccc([N+](=O)[O-])c3)cs2)c1=O	-2	-6	1.1	1.8	-3	-0.1	17	1	-0.1	5
CC1Cc2ccccc2N1C1=CC(=O)CCC1 (centres undefined)	4	1	1.1	0.5	98*	-0.5	-16	1	0.4	4
Cc1c(NC(=O)c2cc3ccccc3o2)c(=O)n(-c2ccccc2)n1C	-4	-3	1.1	2.0	-1	-0.4	.	1.2	-4.1	-5
COc1cccc(/C=N/NC(=O)CN(C2=NS(=O)(=O)c3ccccc32)c2ccccc2)c1	-2	-2	0.9	3.2	32	-0.4	5	0.9	-0.4	-8
CC(=O)Nc1ccc(S(=O)(=O)NCC(CCC(=O)O)C(F)(F)F)cc1 (centres undefined)	-5	-15	1.1	2.0	-9	-0.1	-20	1.1	-0.7	-3
CCOC(=O)c1ccc(NC(=O)c2ccc(C)c(S(=O)(=O)N3CCOCC3)c2)cc1	-8	-14	0.9	2.7	16	-0.3	.	1	0.0	-6
CCOC(=O)C1(Cc2cccc(F)c2)CCN(C(=O)c2cscn2)CC1	-7	-7	1	0.1	-4	-0.1	3	1	11	-1
Cc1occc1C(=O)NCCCCc1ccccc1	-5	-10	1	1.3	6	-0.1	.	1	0.0	-6
FC(F)(F)c1nc(Oc2ccccc2)c2ccccc2n1	2	-1	0.8	0.3	0	-0.2	.	0.8	1.4	0
CCc1ccc(/C(C)=N\Nc2ccc([N+](=O)[O-])cc2)cc1	15	13	0.8	5.4	2	1.4	.	0.8	3.0	-4
CCO[C@H]1OC(C(=O)N2CCCCCCC2)=C[C@@H](C2CCCCC2)[C@@H]1CCCO	-3	-6	0.9	0.8	1	0.0	-26	0.9	-0.1	-1
COc1ccc(C(=O)NC(=S)Nc2ccc3c(c2)Cc2ccccc2-3)cc1	-3	-4	0.9	5.8	-1	-0.2	.	1	0.2	-6
CCCOc1cc(CN2CCCCC2)cc(C(C)=O)c1	-4	-17	1	0.7	52*	-0.1	.	1	-0.1	3
Cc1nn(-c2ccccc2)c(Oc2ccccc2)c1C=O	1	-9	1.1	2.6	-3	-0.4	-5	1	-0.3	0
CCOC(=O)N1CCN(C(=O)CSc2ccc(-c3cccnc3)nn2)CC1	-4	-6	1.1	0.5	-1	-0.1	0	1.1	0.3	10*
COc1ccc(C2=NCCc3cc(OC)c(OC)cc32)cc1	2	-8	0.9	0.8	3	-0.4	-8	1	0.2	-4
NC(=O)[C@@H]1CCCCNc2c(F)cc([N+](=O)[O-])cc2C(=O)N[C@@H](CC(=O)O)C(=O)N[C@@H](CCC(=O)O)C(=O)N1	0	-8	1.1	1.8	-5	-0.4	-21	0.9	0.9	-2
CC1(C)Cc2c(sc3c2C2=NCCN2C=N3)CS1	-4	-19	1.3	1.6	6	0.1	.	1.4	0.1	0
CC1(C)CC(NC(=O)COc2ccc([N+](=O)[O-])cc2)CC(C)(C)N1	-4	-10	1	2.0	-9	-0.2	-5	0.9	-0.5	-2
O=C(NNC(=S)Nc1ccc(F)c(Cl)c1)c1ccccc1Br	-2	-111	1	8.0	-2	0.1	6	1.1	0.1	0

Random excerpt: two compounds from above, in no set order.
SMILES	TNAP inh hiacc	TNAP inh noacc	PMI act	RAM inhibit	L major viab	Hsp70 activator	S1P3 antagonist	PMI act satM6P	Redox H2O2 prof	Efa HMGR inh
CC1(C)CC(NC(=O)COc2ccc([N+](=O)[O-])cc2)CC(C)(C)N1	-4	-10	1	2.0	-9	-0.2	-5	0.9	-0.5	-2
Cc1nnc(SCCCN2C(=O)c3ccccc3C2=O)o1	-2	-11	1.1	0.9	-3	-0.3	-10	1.2	2.8	4

(list continues)
SMILES	TNAP inh hiacc	TNAP inh noacc	PMI act	RAM inhibit	L major viab	Hsp70 activator	S1P3 antagonist	PMI act satM6P	Redox H2O2 prof	Efa HMGR inh
O=C(CN1CCC(NC(=O)Cc2ccccc2)CC1)Nc1cccc2ccccc12	-3	-10	0.9	-0.7	3	0.1	.	0.9	-7.8	1
Cn1nnc2cc(C(=O)NC3CC3)ccc21	-8	-10	1	1.9	-5	-0.2	.	1.1	-0.4	-9
CCc1ccc(NC(=S)Nn2cnnc2)cc1	-3	-13	0.5	1.2	-15	-0.4	7	0.7	-1.3	-2
O=C(Nc1ccccn1)c1cccnc1	-6	-7	1.1	-0.1	-6	0.4	5	1.1	0.5	5
Cc1ccc(Cn2c(SCC(=O)N/N=C/c3ccc(C)o3)nc3ccccc32)cc1	-3	-8	0.9	2.0	11	-0.4	.	0.9	0.1	2
CC(=O)Nc1ccc(S(=O)(=O)Nc2nc3ccc([N+](=O)[O-])cc3s2)cc1	-3	8	1.5	4.4	-17	0.0	5	1.4	0.0	-3
O=C(CN(CC1CCCO1)C(=O)CCC(=O)Nc1nccs1)NCC1CCCO1 (centres undefined)	-7	-12	1.1	0.4	-6	0.1	-16	1	1.4	-3
Cc1ccc2c(c1)C(O)(CC(=O)c1ccc3c(c1)OCO3)C(=O)N2 (centres undefined)	-2	-4	0.9	1.2	-5	1.8	6	1	0.9	-1
CC1=CS/C(=C(/C#N)C(=O)N2CCOCC2)N1c1ccccc1	-1	-4	1.1	-0.3	-2	-0.2	14	1	-5.2	-4
COc1ccc2oc(-c3ccccc3)c(C(=O)N3CCOCC3)c2c1	1	-3	1	2.6	1	-0.5	-10	1.1	1.2	1
COc1ccc(C)cc1S(=O)(=O)N1CCC(C(=O)N2CCOCC2)CC1	3	-8	1	0.8	-7	-0.2	12	1	2.7	-1
Cc1ccc(OCCSc2ncnc3nc[nH]c23)cc1	-3	-14	0.9	0.6	-3	-0.1	.	0.9	0.1	0
COc1ccccc1-n1c(CNc2c(C)cccc2C)nnc1SCC(=O)N1CCOCC1	0	-8	1	1.2	7	-0.3	-44	1	-1.5	1
Cc1onc(-c2ccccc2Cl)c1C(=O)Nc1nnc(C(C)C)s1	-8	-17	0.9	1.9	-5	-0.3	-17	0.9	-1.5	-6
Cc1occc1-c1nnc(SCC(=O)NCc2cccs2)n1CC1CCCO1 (centres undefined)	-4	18	1.1	-0.3	-4	-0.1	-8	1	1.7	-4
C(=C/c1nccc2c1[nH]c1ccccc12)/c1ccc2c(c1)OCO2	-6	-7	1	3.9	96*	0.2	-23	1	-0.2	-3
COc1ccc(C(=O)/C(C#N)=N/Nc2ccc([N+](=O)[O-])cc2)cc1	44	39	1.1	1.7	56*	-0.6	-1	1.1	0.2	0
Cc1ccccc1-c1ccc(=O)n(CC(=O)Nc2ccc(N3CCOCC3)cc2)n1	-2	-7	1.1	1.4	-4	-0.1	8	0.9	0.7	-2
COC(=O)N/N=C/c1ccc(OCCSc2ccc(Cl)cc2)c(OC)c1	-6	-9	0.9	6.7	-4	0.2	19	0.9	-0.6	-11
COC(CN1C(=O)C(O)=C(C(C)=O)C1c1ccccn1)OC (centres undefined)	-2	-11	1	-0.1	-5	0.2	.	1.1	1.3	-4
CCSc1nnc(-c2ccc(S(=O)(=O)NCc3cccs3)cc2)o1	-5	5	1	5.2	-4	-0.4	-6	1	1.4	-4
CCOC(=O)CNC(=O)CSc1ccc2nnc(-c3cccnc3)n2n1	-6	-16	1	1.6	4	-0.2	-1	1	-0.3	-1
O=C(c1cccc(Cl)c1)N1CCC(=O)N(C(COCc2cccc(Cl)c2)Cc2ccccc2)CC1 (centres undefined)	-5	-7	0.9	9.5*	2	-0.4	1	0.9	2.1	-7
O=C(O)CC(SCC(=O)Nc1ccc(Br)cc1)C(=O)O (centres undefined)	-1	-5	1.1	-0.1	-4	-0.3	2	1.1	-0.1	0
CC(=O)Nc1ccc(C2=NN(Cc3nnc(-c4ccccc4)o3)C(=O)SC2)cc1	-5	-2	1	6.9	8	-0.4	-7	1	0.1	-4
(cont.)
SMILES	TNAP inh hiacc	TNAP inh noacc	PMI act	RAM inhibit	L major viab	Hsp70 activator	S1P3 antagonist	PMI act satM6P	Redox H2O2 prof	Efa HMGR inh
CCOCCCNC(=O)c1ccccc1SCC	4	-1	1	0.4	-9	-0.3	10	1	-0.4	5
COc1cc(C(=O)Oc2ccccc2/C=N/NC(=O)c2ccc(C)cc2)cc(OC)c1OC	0	-4	1	2.5	76*	-0.2	.	1.1	2.2	-2
N#Cc1c(NC(=O)C2CCCO2)sc2c1CCCCC2 (centres undefined)	0	-8	0.9	-0.8	1	-0.3	9	1	-1.9	3
Cn1c(=O)n(C)c2cc(CN3C(=O)OC(C)(C)C3(C)O)ccc21 (centres undefined)	-1	-6	1	0.9	-4	-0.3	-10	0.9	-0.9	-5
CC(=O)Nc1cccc(/C(C)=N/NC(=S)NC(C)C)c1	-3	-9	1.1	1.2	2	0.0	2	1.1	-1.6	1
c1ccc(CN2CCOCC2)cc1	-6	-11	1	3.0	-5	-0.3	.	1.1	-0.1	-6
Cc1nnc(-n2ncc(C#N)c2N)c2nn(-c3cccc(Cl)c3)c(C)c12	0	-4	1.1	1.8	3	-0.6	.	1.1	1.8	-6
CC1CN=C(N(C(=O)Nc2ccccc2)c2ccc(S(=O)(=O)N3CCOCC3)cc2)S1 (centres undefined)	-3	-9	1	1.0	7	-0.3	40	1	1.3	1
O=C1c2oc3ccc(F)cc3c(=O)c2C(c2cccc(O)c2)N1CCCN1CCOCC1 (centres undefined)	-4	-5	1	1.2	-4	-0.1	-14	0.9	0.4	1
CCc1nnc(NC(=O)CSc2nnc(-c3ccccc3O)n2CC)s1	-6	2	0.9	1.1	-10	-0.1	.	0.9	0.3	-1
COc1ccc(Cc2n[nH]c(=S)n2-c2ccc3c(c2)OCCO3)cc1	-2	-16	1	0.8	-8	-0.1	-18	1	-0.3	-5
COc1ccc(Nc2nc3ccccc3nc2NS(=O)(=O)c2cccs2)cc1	-5	-11	0.9	5.1	-1	0.1	.	0.9	-3.4	-2
N/C(=N\OC(=O)c1cccc2ccccc12)c1cccc([N+](=O)[O-])c1	-2	-11	0.9	1.5	-2	0.1	.	1	1.7	-3
CCOC(=O)NC1(C(F)(F)F)NC(=O)N(C2CCCCC2)C1=O (centres undefined)	-3	-12	1	-0.1	2	-0.3	-29	1.1	0.2	-1
COc1ccc(NC(=O)N(CCCN2CCOCC2)Cc2cccnc2)c(OC)c1	.	.	.	.	7	-0.4	-15	.	-0.4	.
